TRPC4 potent = allosterically enhances the mouse TRPC4 cation channel; 310,000 tested, 0.42% active; AID 2227; B-score at 10 µM; HEK293 TRPC4beta/mu-opioid, DAMGO EC20, Fluo-4 Ca2+ flux; active compounds read high; Q9QUQ5;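 active = B-score of calcium response area above 5 SD of library B-scores, with initial fluorescence ratio within 5 SD of library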;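 note: B-score of integrated fluorescence ratio over time as area under calcium response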
TRPC6 act = activators of mouse TRPC6 channel; Q61143; HEK293-TRPC6 membrane potential dye fluorescence; active compounds read high; B-score at 10 µM; 310,000 tested, 0.13% active; AID 2550;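 active = B-score of the integrated fluorescence ratio above library mean plus 3 SD, and starting fluorescence ratio within library mean plus 5 SD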;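 note: higher score means more depolarization so channel activation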
TRPC4 inh = TRPC4 (mouse) channel inhibition; B-score at 10 µM; 300,000 tested, 0.39% active; AID 2247; HEK293 TRPC4beta/mu-opioid, DAMGO-evoked Fluo4 calcium flux; active compounds read low; Q9QUQ5;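 active = B-score over 3 SD under the library average, no early fluorescence shift, positive overall ratio signal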
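Signal: kinetic Fluo4 fluorescence imaging of calcium influx. Material: stable TRPC4beta/mu-opioid receptor HEK293 cells. Probe or stimulus: DAMGO in two steps, submaximal then maximal.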
SKKanGAS inh = SKKanGAS growth inhibition. S. pyogenes SKKanGAS, kanamycin growth, BacTiter-Glo, 6 h. inhibition, % at 7.5 µM. 300,000 tested, 1.3% active. AID 1662;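 active = mean replicate score, as percent of positive control median, at least 50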;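 note: strain carries kanamycin resistance gene driven by streptokinase promoter and grows in 40 µg/ml kanamycin; loss of luminescence reflects streptokinase promoter inhibition or plain growth inhibition; 0% = median of DMSO wells and 100% = positive control at its reference dose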
TRPC4 act = activators of mouse TRPC4 channel. Q9QUQ5. HEK293 TRPC4beta/mu-opioid, Fluo4 calcium fluorescence; active compounds read high. B-score at 10 µM. 310,000 tested, 0.49% active;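 active = B-score above 5 SD of library B-scores, and initial fluorescence ratio not above library mean plus 5 SD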;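 note: positive B-score marks a calcium rise read as TRPC4 activation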
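Assay system – TRPC4beta and mu-opioid receptor HEK293 stable cells · Measured by – Fluo4 fluorescence, kinetic · Schedule – dye loading 45 min room temperature, 110 s kinetic read · Read-out – B-scored integrated calcium fluorescence ratio · Controls – buffer and maximal DAMGO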
MrgX1 allo act = allosterically activates human MrgX1 receptor signaling; MrgX1-HEK293, Fluo-4 calcium flux, FDSS; active compounds read high; 310,000 tested, 0.63% active; B-score at 10 µM; AID 588675; Q96LB2;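 active = plate-corrected calcium response at least 3 library SD above typical, normal starting fluorescence, not activating the receptor alone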;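 note: compound read alongside a low EC10 to EC30 dose of BAM8-22 agonist; peak minus trough fluorescence over baseline measured at the second addition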
Target sequence (Q96LB2 whole entry, looked up): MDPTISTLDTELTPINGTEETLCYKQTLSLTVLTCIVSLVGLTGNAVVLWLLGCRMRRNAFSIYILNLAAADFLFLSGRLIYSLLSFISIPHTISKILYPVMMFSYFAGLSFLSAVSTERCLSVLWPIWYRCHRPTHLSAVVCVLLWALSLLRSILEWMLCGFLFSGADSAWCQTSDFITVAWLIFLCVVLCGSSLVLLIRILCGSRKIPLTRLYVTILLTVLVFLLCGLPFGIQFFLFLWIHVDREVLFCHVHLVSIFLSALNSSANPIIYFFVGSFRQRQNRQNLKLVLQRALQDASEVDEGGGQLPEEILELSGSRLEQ
MrgX1 agonist = activates human MrgX1 receptor signaling; AID 588627; B-score at 10 µM; MrgX1-HEK293 cells, Fluo-4 calcium fluorescence, agonist mode; active compounds read high; 310,000 tested, 0.44% active;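 active = calcium response B-score plate-corrected fluorescence ratio at least 3 library SD, with starting fluorescence B-score inside 5 SD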
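Material – MrgX1-expressing HEK293 cells · Input – 15,000 cells seeded per well · Dosing – compound as first of three additions · Times – overnight seeding, then 1 h dark dye loading · Measured by – kinetic Fluo-4 NW fluorescence of intracellular calcium · Read-out – B-scored fluorescence response ratio · Benchmarks – positive and negative control wells on each plate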
MrgX1 antag = blocks BAM8-22 activation of human MrgX1 receptor; Q96LB2; MRGX1-HEK293 calcium flux, Fluo-4, BAM8-22 antagonism; active compounds read low; B-score at 10 µM; 310,000 tested, 1.3% active; AID 588676;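 active = calcium-response B-score plate-corrected more than 3 library SD below zero, starting fluorescence within 5 deviations, no agonist response on first addition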;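 note: peak minus trough fluorescence over baseline after final BAM8-22 challenge near maximal dose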
TRPC6 inhibitor = inhibitors of mouse TRPC6 channel | AID 2553 | Q61143 | B-score at 10 µM | 310,000 tested, 1.1% active | HEK293-TRPC6, membrane potential dye, ACh-evoked depolarization; active compounds read low;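 active = B-score under library mean minus 3 SD, initial fluorescence not abnormally high, positive integrated signal ratio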;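 note: B-score derived from integrated fluorescence ratio over the kinetic read; more negative B-score means stronger inhibition of depolarization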
ANO1 activ = activators or potentiators of mouse TMEM16A chloride channel | 340,000 tested, 0.3% active | HEK293 TMEM16A/YFP-H148Q/I152L, iodide quench fluorescence; active compounds read low | Q8BHY3 | AID 623877 | B-score at 10 µM;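 active = fluorescence-ratio B-score plate-corrected deviation score at least 3 library SD below zero, with starting fluorescence score within 5 deviations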;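 note: channel opened by trigger with iodide after compound preincubation; score built on the fluorescence ratio of max minus min over baseline; more negative score means more quench and so TMEM16A activation or potentiation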
TMEM16A inh = mouse TMEM16A channel inhibition, primary screen; Q8BHY3; HEK293 TMEM16A/YFP iodide influx fluorescence, ionomycin; normalized B-score (activity score, 25-100; higher = stronger inhibition) at 10 µM; 310,000 tested, 1.2% active;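 active = ratio plate-corrected score three or more library SD toward inhibition, starting fluorescence score within five deviations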;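 note: score derived from kinetic fluorescence span divided by baseline fluorescence per well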
* = called active by the depositor; i = inactive; x = no result given.

mol,TRPC4 potent,TRPC6 act,TRPC4 inh,SKKanGAS inh,TRPC4 act,MrgX1 allo act,MrgX1 agonist,MrgX1 antag,TRPC6 inhibitor,ANO1 activ,TMEM16A inh
Cc1cccc2cc(C#N)c(SCCN3CCCCC3)nc12,i,i,i,0.3,i,i,i,i,i,x,i
COc1ccc(CNC(=O)C2CCN(S(=O)(=O)N3CCCC3)CC2)cc1,i,i,i,-4.8,i,i,i,i,i,i,i
COc1ccc(-n2c(Cc3cc(=O)[nH]c(=O)[nH]3)nnc2SCC(=O)N2CCCC2)cc1,i,i,i,1.0,i,i,i,i,i,i,i
COCCn1nnnc1C(c1cccc(C#N)c1)N1CCCCCC1 (stereo unspecified),i,i,i,5.5,i,i,i,i,i,i,i
O=C(CNC(=O)c1ccc(-c2ccccc2)cc1)OCc1c(Cl)cccc1Cl,i,i,i,-10.5,i,i,i,i,i,i,i
COc1ccc(NS(=O)(=O)c2ccc(NC(=S)NC(=O)CC(C)C)cc2)cc1,i,i,i,6.8,i,i,i,i,i,i,i
Cc1c(C(=O)N2CCCCC2)sc(N)c1C#N,i,i,i,-1.3,i,i,i,i,i,i,i
Cc1cc(C)c(S(=O)(=O)Nc2cccc(S(=O)(=O)N3CCOCC3)c2)c(C)c1,i,i,i,-0.9,i,i,i,i,i,i,i
COCCNC(=O)C(c1ccc(O)cc1)N(Cc1ccco1)C(=O)CCC(=O)Nc1nccs1 (stereo unspecified),i,i,i,-1.5,i,i,i,i,i,i,i
COC(=O)CN1C(=O)Nc2ccc(Cl)cc2C1c1ccccc1 (stereo unspecified),i,i,i,-1.5,i,i,i,i,i,i,i
COc1ccc(CCNC(=S)N2CCN(S(=O)(=O)c3ccccc3F)CC2)cc1,i,i,i,4.5,i,i,i,i,i,i,i
O=C1CN(c2nc(-c3cccnc3)nc3scc(-c4ccccc4)c23)CCN1,i,i,i,1.1,i,i,i,i,i,i,i
CCCOc1ccc(C(=O)NC(=S)N2CCN(c3cc4c(cc3F)c(=O)c(C(=O)O)cn4CC)CC2)cc1,i,i,i,91.2*,i,i,i,i,i,i,i
Cc1ccc(N(C(=O)c2ccc(S(=O)(=O)N3CCOCC3)cc2)C2C=CS(=O)(=O)C2)cc1C (stereo unspecified),i,i,i,5.5,i,i,i,i,i,i,i
Cc1ccnc(NS(=O)(=O)c2ccc(NC(=O)Cc3ccc(F)cc3)cc2)n1,i,i,i,-2.9,i,i,i,i,i,i,i
CCn1c(-c2ccccc2)c[nH]c1=S,i,i,i,72.5*,i,i,i,i,i,i,i
COc1ccc(C(=O)OCC[N+]2(C)CCOCC2)cc1,i,i,i,-21.9,i,i,i,i,i,i,i
O=C(OCC(=O)N1CCc2ccccc2C1)c1cccs1,i,i,x,6.0,i,i,i,i,i,i,i
CC1CCCN(C(=O)C2CCCN(S(=O)(=O)c3cccc4nsnc34)C2)C1 (stereo unspecified),i,i,i,-1.2,i,i,i,i,i,i,i
CC(=O)Nc1ccc(S(=O)(=O)N2CCc3cc4c(cc3C2)OCCCO4)cc1,i,i,i,-15.4,i,i,i,i,i,i,i
COc1ccccc1-c1c(-c2ccc(OCC(=O)NN)cc2O)n[nH]c1C(F)(F)F,i,i,i,-1.6,i,i,i,i,i,i,i
COc1ccc(C)cc1S(=O)(=O)N(C)CC(=O)N1CCC(C(N)=O)CC1,i,i,i,12.8,i,i,i,i,i,i,i
Cc1cc(N=Cc2c(O)n(-c3ccc4c(c3)OCO4)c(=O)c3ccccc23)ccn1,i,i,i,-1.7,i,i,i,i,i,i,i
C=CCn1c(SCCOc2ccc(OC)cc2)nnc1C(CO)NC(=O)c1ccc(OC)cc1 (stereo unspecified),i,i,i,-4.9,i,i,i,i,i,i,i
CCn1c(=S)sc2c(=O)n(CC(=O)Nc3ccccc3C(F)(F)F)c(C)nc21,i,i,i,0.4,i,i,i,i,i,i,i
N#CCCN(Cc1cccnc1)C(=O)Nc1ccccc1,i,i,i,-2.1,i,i,i,i,i,i,i
Cc1ccc(-c2nnc(CSc3nc(C)nc4sc(C)c(C)c34)o2)cc1,i,i,i,2.8,i,i,i,i,i,x,i
COc1ccc(CCC(=O)N2CCN(S(=O)(=O)c3ccc4ccccc4c3)CC2)cc1,i,i,i,-4.0,i,i,i,i,i,i,i
O=C(C1CCN(CC2CCCCC2)CC1)N1CCCC1,i,i,i,0.0,i,i,i,i,i,i,i
O=C(N/N=C/c1ccc(Cl)c([N+](=O)[O-])c1)c1cnccn1,i,i,i,5.3,i,i,i,-4.67*,i,i,i
O=C(O)/C=C\C(=O)Nc1cccc(C(=O)Nc2cccc(O)c2)c1,i,i,i,-1.8,i,i,i,i,i,i,i
N=c1n(CCN2CCCCC2)c2ccccc2n1CC(=O)c1cccc([N+](=O)[O-])c1,i,i,i,8.0,i,i,i,i,i,i,i
O=C(CCN1C(=O)c2ccccc2S1(=O)=O)N1CCN(c2ccccc2F)CC1,i,i,i,-6.2,i,i,i,i,i,i,i
Cn1c2c(c(=O)c3ccccc31)CCCC2,i,i,i,-0.2,i,i,i,i,i,i,i
Cc1[nH]c2ccccc2c1C(=O)CN1C(=O)C(=O)N(C2CCCC2)C1=O,i,i,i,-1.7,i,i,i,i,i,i,i
Cc1cc(/C(N)=N/OC(=O)Nc2ccccc2)no1,i,i,i,-3.9,i,i,i,i,i,i,i
O=C(CN1CCN(S(=O)(=O)c2ccc(F)cc2)CC1)NCc1cccs1,i,i,i,-2.2,i,i,i,i,i,i,i
CSc1ncccc1C(=O)Nc1nc2c(C)cccc2s1,i,i,i,-2.4,i,i,i,i,i,i,i
NC(=S)Nc1ccc(F)c(F)c1F,i,i,i,12.6,i,i,i,i,i,i,i
O=C(CN(CC1CCCO1)C(=O)CCC(=O)Nc1nccs1)NCC1CCCO1 (stereo unspecified),i,i,i,0.7,i,i,i,i,i,i,i
CCc1ccc(OCC2Cn3c(nc4c3c(=O)[nH]c(=O)n4C)O2)cc1 (stereo unspecified),i,i,i,1.1,i,i,i,i,i,i,i
O=C(Nc1ccccc1)C1=C[C@H](c2ccc(Br)cc2)C[C@H](OCc2ccc(CO)cc2)O1,i,i,i,30.9,i,i,i,i,i,i,i
Cc1ccc(CNC(=O)Cn2cccc2)cc1,i,i,i,-0.8,i,i,i,i,i,i,i
CCOC(=O)C1=C(C)NC(C)=C(C(=O)OCC)C1c1ccc(O)cc1,i,i,i,-2.4,i,i,i,i,i,i,i
Cc1ccc(N(CC(=O)NC(C)(C)C)C(=O)CCC(=O)Nc2nccs2)cc1C,i,i,i,0.7,i,i,i,i,i,i,i
Cc1ccc(/C(N)=N/OC(=O)COc2ccc(Cl)c(C)c2)cc1,i,i,i,5.3,i,i,i,i,i,i,i
Cc1cc(-c2nc3ncccc3o2)ccc1NC(=O)CC(C)C,i,i,i,-1.2,i,i,i,i,i,i,i
COc1cc(C(=O)N(Cc2ccccc2)c2cccc(C)c2)ccc1OC(F)F,i,i,i,21.5,i,i,i,i,i,i,i
Cc1cc(Oc2ccccc2)nc(SCC(N)=O)n1,i,i,i,-2.6,i,i,i,i,i,i,i
Cc1ccc(C)c(NC(=O)CCc2ccc(S(=O)(=O)NC3CCCCC3)cc2)c1,i,i,i,5.1,i,i,i,i,i,i,i

(cont.)
mol,TRPC4 potent,TRPC6 act,TRPC4 inh,SKKanGAS inh,TRPC4 act,MrgX1 allo act,MrgX1 agonist,MrgX1 antag,TRPC6 inhibitor,ANO1 activ,TMEM16A inh
CCOC(=O)CSC1=C(C#N)C(c2ccccc2OCC)C(C(=O)OCC)C(=O)N1 (stereo unspecified),i,i,i,-2.3,i,i,i,i,i,i,i
COc1ccccc1NC(=O)c1ccc(S(=O)(=O)N2CCOCC2)cc1,i,i,i,-10.1,i,i,i,i,i,i,i
COc1ccc(NC(C)=O)cc1NC(=O)c1ccc(C#N)cc1,i,i,i,-10.4,i,i,i,i,i,i,i
O=C(O)COc1c(Cl)cc(/C=C2\NC(=O)NC2=O)cc1Br,i,i,i,1.7,i,i,i,i,i,i,i
Cc1cc(N2CCN(C)CC2)n2cc(-c3ccc(F)cc3)nc2n1,15*,i,i,4.8,i,i,i,i,i,i,i
CCOc1ccc(C(=O)CCC(=O)Nc2ccccc2C)cc1,i,i,i,1.6,i,i,i,i,i,i,i
O=Cc1ccc2c(c1)CCN2Cc1ccccc1,i,i,i,6.3,i,i,i,i,i,i,i
O=C(NCc1cccnc1)C(=O)NCC1OCCCN1S(=O)(=O)c1ccc(Cl)cc1 (stereo unspecified),i,i,i,-7.2,i,i,i,i,i,i,i
O=C(OCC(=O)N1CCOCC1)c1ccc(Cl)cc1[N+](=O)[O-],i,i,i,1.6,i,i,i,i,i,i,i
Cc1cc2cc3c(cc2nc1SCc1ccc(C(=O)O)cc1)OCCO3,i,i,i,11.0,i,i,i,i,i,i,i
Cc1ccc(SC[C@H](Cc2ccccc2)N2CCN(C)CCC2=O)cc1,i,i,x,-0.2,81*,x,x,x,i,i,x
CCCCNC(=O)COC(=O)c1c2c(nc3ccccc13)CCC2,i,i,i,7.4,i,i,i,i,i,i,i
Cc1nn(Cc2c(F)c(F)c(F)c(F)c2F)c(C)c1NC(=O)c1cccc(COc2ccc(Cl)cc2)c1,i,i,i,12.8,i,i,i,i,i,i,i
CCc1ccc(C(C(=O)NCCOC)N(C(=O)Cn2nnc3ccccc32)c2cccnc2)cc1 (stereo unspecified),i,i,i,0.0,i,i,i,i,i,i,i
O=C(CCNC(=O)c1ccccc1)OCC(=O)c1cccc(Cl)c1,i,i,i,1.5,i,i,i,i,i,i,i
COCCCN1C(=O)c2ccc(C(=O)OCC(=O)N(CCC#N)c3cc(C)cc(C)c3)cc2C1=O,i,i,i,24.0,i,i,i,i,i,i,i
C=CCn1c(N)c(C(=O)OCC)sc1=S,i,i,i,2.8,i,i,i,i,i,i,i
COc1ccc(Cl)cc1C(=O)NCCCn1ccnc1,i,i,i,-0.8,i,i,i,i,i,i,i
CCN(CC)c1ccc(NC(=O)CC2Oc3ccccc3NC2=O)c(C)c1 (stereo unspecified),i,i,i,-0.5,i,i,i,i,i,i,i
COC(=O)c1cccc(NC(=S)N2CCOCC2)c1,i,i,i,-3.5,i,i,i,i,i,i,i

Bioassay records from PubChem.
